Compound activity (PubChem)
Lamin A splicing: modulators of lamin A splicing; HeLa LMNA splicing GFP/RFP minigene ratio, 48 h; Potency, µM (series often up to 46.1 µM), for the others: at the highest dose ratio change, negative = inhibition, hits mostly inhibitors; actives 0.01% (n = 200,000); AID 1487; active = well fitted inhibition curve with a large enough effect in the signal ratio, with a control signal flat, not every such curve was filed as active; inconclusive = small, poorly fitted or top-dose-only effect, or effect the other way, or a change in a side signal; the % refers to the signal ratio; note: potency is the fitted concentration of half-maximal effect; % is set by controls: 0 for no effect and ±100 for the full control effect
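S3 HeLa cells stably expressing lamin A-EGFP splicing minigene plus DsRed2, 600 cells/well, 48 h compound exposure at 37C. Laser-scanning cytometry; analysed as GFP (500-530 nm)/RFP (575-640 nm) total intensity ratio; 0.5% DMSO vehicle.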
HttQ103 aggreg: inhibitors of mutant huntingtin aggregate formation in PC12 cells | PC12 HttQ103-GFP aggregates, Acumen cytometry, 40 h | Potency, µM (titrated, usually from 46.1 µM), for inactives: top-dose activity change, negative = inhibition, most hits filed as inhibitors | actives 1.1% (n = 220,000); note: potency is the fitted concentration of half-maximal effect; % is set by controls: 0 for no effect and ±100 for the full control effect; nearly all actives have a fitted effect of over 60% in size
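PC12 cells stably carrying ecdysone-inducible HTT exon 1 Q103–GFP were induced with tebufenozide (100 nM final) and treated with library compounds in titration. GFP aggregates in lysates were counted by laser scanning cytometry.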
IMPase Li inh: cell-permeable IMPase inhibitors with lithium potentiation. CHO-M1 cells, IP1 TR-FRET (IP-One), carbachol + lithium. Potency, µM (top dose mostly 59.4 µM), for inactives: at the highest dose activity, negative = IMPase inhibition, most hits filed as inhibitors. actives 0.35% (n = 210,000);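 note: IP1 builds up when IMPase is blocked and the TR-FRET signal falls; potency is the fitted concentration of half-maximal effect; plate controls were basal vehicle for no effect and high inhibitor control for full effect; nearly all actives have a fitted effect of over 50% in size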
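Test compounds were applied to CHO-M1 cells previously cultured for 16–30 h at 2000 per well. A small lithium amount accompanied them; after 30 min at 37C, IP1 was quantified by TR-FRET.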
SMN2 splice enh: increases expression of the SMN2 splice variant; Potency, µM (top dose mostly 46.1 µM), for the others: top-dose activity change, positive = activation, hits mostly activators; actives 2.8% (n = 210,000); AID 1458; HEK293 SMN2-luciferase splicing reporter, luminescence, 30-36 h; note: potency is the fitted concentration of half-maximal effect; % of control where 0% means no effect; nearly all actives have a fitted effect of over 55% in size
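HEK293 cells carry an SMN2 minigene-luciferase reporter in which exon 7 inclusion puts luciferase in frame. Cells were seeded at 2000 cells/well, attached for 10-12 hours, then exposed to compounds for 30-36 hours at 37C before ONE-Glo luminescence.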
CBFb RUNX1 block: inhibitors of human CBF-beta and RUNX1 interaction; Potency, µM (titrated, usually from 59.8 µM), for inactives: at the top dose activity, negative = inhibition, most hits filed as inhibitors; 230,000 tested, under 10 active; AlphaScreen CBFb-His/RUNX1-biotin binding, biochemical; AID 1477; Q01196+Q13951; note: % of control where 0% means no effect
Target sequence (Q01196 whole entry, looked up): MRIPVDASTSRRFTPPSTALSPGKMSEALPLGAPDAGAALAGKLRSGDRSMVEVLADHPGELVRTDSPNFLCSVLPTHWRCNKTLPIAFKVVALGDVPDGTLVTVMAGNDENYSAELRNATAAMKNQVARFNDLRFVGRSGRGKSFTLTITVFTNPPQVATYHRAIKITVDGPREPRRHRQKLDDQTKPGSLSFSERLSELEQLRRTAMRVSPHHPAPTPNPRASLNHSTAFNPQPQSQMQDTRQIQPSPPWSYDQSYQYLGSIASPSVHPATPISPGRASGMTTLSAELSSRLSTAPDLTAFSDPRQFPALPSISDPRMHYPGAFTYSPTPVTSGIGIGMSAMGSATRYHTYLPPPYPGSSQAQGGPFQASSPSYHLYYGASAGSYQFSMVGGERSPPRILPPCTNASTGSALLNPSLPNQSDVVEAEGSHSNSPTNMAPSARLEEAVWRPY
Target sequence (Q13951 whole entry, looked up): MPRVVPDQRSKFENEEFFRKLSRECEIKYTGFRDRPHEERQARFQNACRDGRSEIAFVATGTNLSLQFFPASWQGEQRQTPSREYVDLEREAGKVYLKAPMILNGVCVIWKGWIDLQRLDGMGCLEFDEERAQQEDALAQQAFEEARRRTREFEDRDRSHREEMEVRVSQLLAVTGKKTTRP
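Inhibition was taken as any reduction in AlphaScreen signal from the CBF-beta–RUNX1 pair (His and biotin tags, 30 nM each), measured after compound (15 min) and bead (90 min) incubations at room temperature.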
KinaseGlo FLuc: counter-screen: inhibitors of Kinase-Glo firefly luciferase. Q27757. Kinase-Glo luciferase, ATP luminescence, 8 min. Potency, µM (titrated, usually from 38.3 µM), inactives show top-dose activity change, negative = inhibition, hits mostly inhibitors. actives 0.28% (n = 200,000). AID 1379; note: potency is the fitted concentration of half-maximal effect; % is set by controls: 0 for no effect and ±100 for the full control effect; nearly all actives have a fitted effect of over 60% in size
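Compound is pinned into ATP-containing buffer (10 uM ATP, imidazole pH 7.2, 7 mM MgCl2). Kinase-Glo luciferase reagent is then added. Light output is recorded following an 8-min room-temperature incubation.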
HTT cytoprotect: cytoprotection in Huntington HTT-Q103 PC12 cell model; PC12 HTT-Q103 induced, cytoprotection, ATP luminescence, 40 h; Potency, µM (titrated, usually from 56.4 µM), for inactives: cytoprotection (ATP increase), actives largely listed as activators; actives 0.14% (n = 230,000); AID 1471;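 note: potency is the fitted concentration of half-maximal effect; % of control where 0% means no effect; nearly all actives have a fitted effect of over 45% in size; toxic huntingtin expression switched on by the ecdysone agonist tebufenozide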
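ATP quantification (ATPlite) reports survival of PC12 cells in which tebufenozide, 100 nM final, switches on Htt exon 1 with 103 glutamines linked to GFP; compounds are titrated.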
Numbers without * were called inactive; ? = inconclusive; · = no result given; & = joins results of further samples; [ ] = remark or other dose. Unless noted, calls come from the whole dose curve; as a rule, active = well fitted curve in the direction sought with a large enough effect; inconclusive = small, poorly fitted or top-dose-only effect, or another doubt; inactive = no such curve, though single readings can be large; an effect the other way counts as inactive or inconclusive.

compound	Lamin A splicing	HttQ103 aggreg	IMPase Li inh	SMN2 splice enh	CBFb RUNX1 block	KinaseGlo FLuc	HTT cytoprotect
Cc1ccccc1Nc1scc(-c2ccc(Br)cc2)[n+]1-c1ccccc1C	-6%[9.22 µM]	3%	11%	-40%[inhibitor]	-26%	-2%	-25%
Cn1c(N/N=C\c2cccc(O)c2)cc(=O)n(C)c1=O	?	-11%	-3%	-3%	-4%	-2%	7%[10 µM]
Cc1cc(NC(=O)CCN2C(=O)C3C4C=CC(C4)C3C2=O)ccc1Br (stereo not given)	?	-7%	1%	-1%	3%	-1%	-5%
CCn1cc(C(=O)Nc2ccc(-n3cnnn3)c(OC)c2)c(=O)c2ccc(C)nc21	2%	-11%	-2%[38.3 µM]	-9%	5%	10%	1%[10 µM]
O=C(Nc1ccc2nc3n(c(=O)c2c1)CCCCC3)c1ccccc1Cl	-9%	5%	4%[38.3 µM]	·	-4%	-1%	-47%[inhibitor]
CCOC(=O)c1c(NC(=O)CN2CCCCC2)sc(CN(C)C)c1-c1ccccc1	·	-13%	9%	-12%	15%	-2%	-12%
Oc1ccc(CN2CCC(Cc3ccccc3)CC2)c2cccnc12	·	·	13%	-106%[inhibitor]	·	-2%	-39%[inhibitor]
COc1ccccc1-c1nc(N)n[nH]1	·	1%[9.22 µM]	0%	·	6%	-1%	-2%[10 µM]
N=C1C(c2nc3ccccc3s2)=C(O)CN1C1CCCCC1	·	-6%[9.22 µM]	5%	?	1%	0%	-3%[10 µM]
O=c1c(O)c(-c2ccc(O)cc2)oc2cc(O)cc(O)c12	?	·	34%&20%&16%[activator]	-11%	-10%&7%&9%[21.7 µM]	1%	?
CCCc1nc2ccccc2c(C(=O)OCC(=O)Nc2c(C)n(C)n(-c3ccccc3)c2=O)c1CC	-7%	7%	14%	-5%	2%	4%	18%[10 µM]
Cc1ccc2nc(SCC(=O)Nc3cccc(S(N)(=O)=O)c3)[nH]c2c1	·	-12%[9.22 µM]	·	·	2%	·	-13%[10 µM]
Cc1ccc(NC(=O)c2ccc(CSc3nccc(C)n3)cc2)cc1	?	-12%	·	·	5%	·	-20%
COc1ccc(/C(C)=N/N=C(\C)c2ccc(OC)cc2OC)c(OC)c1	9%	13%	-3%	23%	1%	-2%	-1%[10 µM]
Cc1[nH]c2ccccc2c1C(=O)C(C)OC(=O)c1ccc([N+](=O)[O-])o1 (stereo not given)	?	23%	10%	-3%	6%	4%	-5%
CCOC(=O)c1sc(NC(=O)CSc2nc(C)cc(C)n2)c(C#N)c1C	24%	-12%	-10%[38.3 µM]	-13%	-3%	-5%	-8%
COc1ccccc1-n1cnc2cc(NCc3ccccc3O)ccc21	·	5%[9.22 µM]	·	·	-19%	·	-17%[10 µM]
COC(=O)C(Cc1ccccc1)NC(=O)c1cc(=O)[nH]c2ccccc12 (stereo not given)	-8%[46 µM]	24%	-6%	8%	-5%	-3%	-4%
COc1ccc(CN2CCSCC2)cc1C	2%	18%	11%[38.3 µM]	-34%[inhibitor]	0%	-2%	0%
CCC1C(=O)c2ccccc2N(C)C1=O (stereo not given)	4%	-10%	-5%	15%	4%	-7%	·
COc1ccccc1CCc1nnc(CCC(=O)N(C)Cc2cccc3ncccc23)o1	-1%[46 µM]	14%[9.22 µM]	4%	·	6%	0%	12%[10 µM]
COC(=O)C(NC(=O)c1ccccc1)=C1C=C(C)OC(C)=C1	12%[0.0737 µM]	-5%	-7%[38.3 µM]	-17%	6%	-3%	-1%
Cc1ccc(C(=O)N2CCN(c3ccc(NC(=S)NC(=O)Cc4ccccc4)cc3)CC2)cc1	3%	?	14%[38.3 µM]	-34%[inhibitor]	-20%	-1%	-16%
COc1ccc(NC(=O)C(F)(F)F)cc1OC	0%	8%	2%[38.3 µM]	-18%	-2%	-4%	9%
Fc1cc(Cl)c(OCc2noc(-c3ccsc3)n2)c(Cl)c1	·	11%[9.22 µM]	·	·	3%	·	-16%[10 µM]
CC1CC(OC(=O)C(O)c2ccccc2)CC(C)(C)C1 (stereo not given)	?	-9%	16%	·	15%	0%[39.9 µM]	-58%[inhibitor]
COc1cccc(N(C(=O)Cn2nnc(-c3cccs3)n2)C(C(=O)NC(C)C)c2ccc(C)o2)c1 (stereo not given)	7%	23%	3%[38.3 µM]	1%	5%	-2%	26%
O=C(NCc1ccc(Cl)cc1)c1cc2ccccn2n1	5%	7%	-6%[38.3 µM]	6%	-1%	0%	-19%
Cc1cc2nnc(SCc3ccccc3)n2c(N)n1	2%	-1%	4%[38.3 µM]	1%	0%	0%	-26%
CC1=[N+](C)N(c2ccccc2)C(=O)C1N=C/C=C/c1ccccc1 (stereo not given)	·	-8%[9.22 µM]	·	·	4%	·	-1%[10 µM]
Cc1cc2nc3n(c2cc1C)CC1CC(C(=O)NCc2cccc(C(F)(F)F)c2)N(C)C31 (stereo not given)	·	-21%[9.22 µM]	·	·	11%	·	-4%[10 µM]
C[C@@H](C(=O)Nc1ccc2ccccc2c1)[C@@H]1C[C@@]1(C)[C@@H](NC(=O)c1cnccn1)c1ccccc1	?	17%	-2%&11%	-26%&-13%	1%[2.36 µM]	1%&3%	-52%[inhibitor]
CC(=O)CCC(=O)c1ccc2ccccc2c1	6%	-2%	0%	?	2%	0%	14%[10 µM]
CC(C)NC(=O)c1ccc(COCC(F)(F)C(F)F)cc1	9%	2%	20%[38.3 µM]	-15%	20%	-2%	-19%
CCOc1ccc(N2C(=O)CC(SCCN)C2=O)cc1 (stereo not given)	5%	15%	-1%[38.3 µM]	11µM*	-1%	-8%	-84%[inhibitor]
O=C(COC(=O)c1ccccc1)Nc1ccc(Cl)cn1	·	0%	-6%	·	7%	·	-21%
CN(C(=O)CSc1nnc(-c2ccncc2)n1Cc1ccccc1)C1CCS(=O)(=O)C1 (stereo not given)	-15%[46 µM]	6%	16%	11%	9%	5%	5%[10 µM]
CCOC(=O)C1=C(c2ccccc2)c2ccccc2OC1C(=O)OCC (stereo not given)	·	·	16%	·	?	4%[39.9 µM]	11%
CS(=O)(=O)n1nc(OC(=O)c2cc(Br)ccc2Cl)cc1N	-17%[46 µM]	19%	11%	6%	4%	1%	7%[10 µM]
Nc1c(C(=O)OCC(=O)NCc2ccccc2)[nH]c(=O)[nH]c1=O	·	-7%[9.22 µM]	·	·	-9%	·	7%[10 µM]
COC(=O)c1ccc(NC(=O)CSCc2ccc(C)cc2)cc1	-1%	6%	20%[38.3 µM]	-3%	5%	1%	14%
C(=N\n1cnnc1)/c1ccc(N2CCOCC2)cc1	0%	2%	6%[38.3 µM]	2%	11%	11%	?
Cc1ccc(C)c(-n2c(CNC(=O)c3ccco3)nnc2SCC(=O)N2CCc3ccccc32)c1	9%	21%	-18%[38.3 µM]	-34%[inhibitor]	2%	-3%	-20%
C=CCn1c(SCc2c(F)c(F)c(F)c(F)c2F)nc(O)cc1=O	-2%	20%[9.22 µM]	4%[38.3 µM]	26%	5%	2%	1%
CC1=C(C(=O)OC(C)C)C(c2cccs2)NC(=S)N1 (stereo not given)	-7%	1%	-1%	12%	4%	3%	19%[10 µM]
CC(C)(C)c1[nH]nc2c1C(c1ccccc1OC(=O)N1CCOCC1)C(C#N)=C(N)O2 (stereo not given)	10%	5%	4%[38.3 µM]	-10%	2%	-1%	-13%
Cc1ccc(NCN2C(=O)C3C4C=CC(C4)C3C2=O)cc1 (stereo not given)	3%	-13%	-2%[38.3 µM]	9%	8%	3%	-16%[10 µM]
CN=c1scc(-c2cccs2)n1/N=C/c1ccccc1O	?	-9%	-6%	-80%[inhibitor]	-5%	?	-32%[10 µM]
Cc1cc(C)nc(N2CCCC(C(=O)NCC(c3ccccc3)c3ccccc3)C2)n1 (stereo not given)	-6%	-11%	?	-11%	6%	-2%	5%[1.9 µM]
O=C(CCC1CCCN(C(=O)Cc2cccc(F)c2)C1)N1CCN(c2ccccn2)CC1 (stereo not given)	·	5%[9.22 µM]	-3%	·	0%	1%	-36%[10 µM]
COc1ccccc1/C=C/C(=O)c1ccccc1	?	-17%[9.22 µM]	·	·	-1%	·	-14%[10 µM]
CCCC(=O)Nc1nc2n(n1)C(c1ccccc1)CC(=O)N2 (stereo not given)	9%	12%	-22%[38.3 µM]	27%	-3%	1%	1%
C/C(=N\NC(=O)c1nn(C)cc1Br)c1cccc(NC(=O)C(C)(C)C)c1	-7%	22%	5%[38.3 µM]	-7%	1%	0%	-18%
Cn1c(-c2ccc3c(c2)OCO3)cnc1NCc1cccc(Cl)c1	-6%	-18%	19%[38.3 µM]	7%	-10%	9%	-14%
COc1ccc2nc(SCc3cnc(C)nc3N)[nH]c2c1	4%	?	13%[38.3 µM]	-6%	-3%	4%	10%
Cc1cc(C)c(S(=O)(=O)c2ccccc2)c(Cl)n1	-15%	?	4%	3%	7%	3%	17%[10 µM]
CC1CCN(C(=O)Cn2c(=O)oc3ccccc32)CC1	5%	5%	5%	-8%	3%	-2%	-17%[10 µM]
Cc1ccc(N=C(c2cccs2)N2CCOCC2)cc1	10%	4%	34%[activator][38.3 µM]	18µM*	6%	-1%	-29%[10 µM]
O=C(O)CNC1=NCCC1	10%	6%	-11%[38.3 µM]	-2%	7%	-3%	-4%
Cc1nc2cc3ccccc3cc2c(=O)[nH]1	?	6%	-6%[38.3 µM]	?	2%	-15%	-1%[10 µM]
